Source: PubChem
CHRM1 agonist: human M1 muscarinic receptor agonism | P11229 | CHO-K1 hM1, Fluo-8 calcium fluorescence, agonist mode; 0% DMSO, 100% acetylcholine EC100 | activation, % at 3 µM | hit rate 0.33% among 360,000;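 active = activation above the run's mean compound activation plus 3 SD, cut at about 16% in these data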;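 also: peak over basal fluorescence ratio within a 140 s kinetic read after compound addition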
Target sequence (P11229 whole entry, looked up): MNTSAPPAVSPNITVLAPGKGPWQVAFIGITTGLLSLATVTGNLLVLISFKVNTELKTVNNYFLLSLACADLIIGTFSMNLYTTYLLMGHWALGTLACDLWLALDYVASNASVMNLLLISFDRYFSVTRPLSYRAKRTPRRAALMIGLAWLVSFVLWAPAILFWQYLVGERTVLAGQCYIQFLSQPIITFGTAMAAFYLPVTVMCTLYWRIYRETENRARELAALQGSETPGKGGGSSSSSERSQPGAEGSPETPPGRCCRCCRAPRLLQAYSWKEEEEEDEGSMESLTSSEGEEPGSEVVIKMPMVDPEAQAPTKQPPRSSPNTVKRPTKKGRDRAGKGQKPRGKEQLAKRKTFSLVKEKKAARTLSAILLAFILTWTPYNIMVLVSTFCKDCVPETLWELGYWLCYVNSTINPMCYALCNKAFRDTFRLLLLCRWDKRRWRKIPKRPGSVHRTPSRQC
M1 PAM parental: M1 PAM counterscreen hit in parental CHO-K1 cells; ATP EC20, Fluo-8 calcium fluorescence; 0% at ATP EC20, 100% at ATP max; AID 602247; activation, % at 3 µM; hit rate 0.02% among 360,000;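 active = activation above the run cutoff, the mean activation of all test compounds plus 3 SD, cut at about 40% in these data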;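 also: peak over basal fluorescence ratio in a 140 s read after ATP addition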
TAAR1 antag: human TAAR1 antagonism; Q96RJ0; CHO RD-HGA16 TAAR1, Fluo-8 calcium fluorescence, antagonist; inhibition, % at 3 µM; hit rate 1.5% among 360,000;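 active = inhibition above a per-plate cutoff, the mean inhibition of test compounds on that plate plus 3 SD, cut at about 49% in these data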;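 also: 0% = DMSO plus EC80 beta-PEA response and 100% = DMSO alone without agonist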
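Test system – hTAAR1-expressing CHO RD-HGA16 cells, Gα16-coupled · Reagent – β-PEA at EC80 concentration, post-compound challenge · Compound dosing – 3 µM, single point · Timing – 140 s kinetic read after compound, 140 s after agonist · Detection – Fluo-8 intracellular calcium dye fluorescence, real-time kinetic reads · Control set – DMSO and EC80 PEA controls · Repeats – n of 1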
CHO parental Ca: signal in parental CHO cells, OX1R antagonist counter-screen; parental CHO-K1, ATP-induced calcium, Fluo-8 fluorescence; inhibition, % at 5.6 µM; AID 463079; hit rate 0.63% among 330,000;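 active = inhibition above that plate's mean sample inhibition plus 3 SD, cut at about 26% in these data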;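 also: 0% = ATP-challenged DMSO wells and 100% = DMSO wells without ATP; some compounds past the cut are filed as inactive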
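test system = CHO parental line | reagent = ATP stimulus | measured by = intracellular calcium via Fluo-8 no-wash fluorescent dye | control set = ATP and no-ATP DMSO wells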
CHO-K1 Ca antag: M1 antagonist counterscreen hit in parental CHO-K1 cells. ATP-induced calcium, Fluo-8 fluorescence. inhibition, % at 3 µM. hit rate 0.6% among 360,000. AID 602250;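 active = inhibition above a per-plate cutoff, the plate's mean sample inhibition plus 3 SD, cut at about 24% in these data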;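 also: 0% = DMSO plus EC80 ATP and 100% = DMSO alone without ATP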
CHO-K1 Ca ag: counter-screen for M1 agonists: effect in parental CHO-K1 cells; Fluo-8 calcium fluorescence; scaled to maximal ATP response, vehicle zero; hit rate 0.48% among 360,000; activation, % at 3 µM; in the data active = activation above about 15%;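 also: untransfected CHO-K1 host cells lacking M1 receptor as counterscreen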
OXTR potentiate: potentiators of human oxytocin receptor; AID 2445; hit rate 0.061% among 320,000; CHO-OTR cells, Fluo-8 calcium fluorescence, potentiator mode; 0% = oxytocin EC15, 100% = EC100; activation, % at 3 µM; P30559;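 active = activation above that plate's cutoff, the mean activation of tested compounds plus 3 SD, cut at about 6.6% in these data, passing the limit was not always enough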;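 also: 100% uses oxytocin at 75 nM as the full agonist control; some results filed as inactive read as strong as hits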
Target sequence (P30559 whole entry, looked up): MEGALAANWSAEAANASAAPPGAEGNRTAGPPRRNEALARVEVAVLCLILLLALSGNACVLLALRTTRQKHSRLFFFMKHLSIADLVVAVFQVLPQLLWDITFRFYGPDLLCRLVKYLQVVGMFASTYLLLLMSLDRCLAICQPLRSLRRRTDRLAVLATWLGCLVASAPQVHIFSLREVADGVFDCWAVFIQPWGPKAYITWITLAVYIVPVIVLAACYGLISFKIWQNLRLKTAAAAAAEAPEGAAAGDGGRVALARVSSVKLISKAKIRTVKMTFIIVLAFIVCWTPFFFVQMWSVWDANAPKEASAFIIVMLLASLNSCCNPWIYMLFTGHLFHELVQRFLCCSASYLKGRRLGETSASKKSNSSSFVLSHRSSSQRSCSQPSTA
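Assay system: CHO-OTR cells, human receptor / Also added: oxytocin at about EC15, sub-maximal agonist stimulus / Dosing: single dose, 3.0 µM nominal final compound concentration / Incubation: 6 min pre-incubation, 100 s read / Technique: Fluo-8 calcium dye fluorescence / Read-out: % activation vs EC15 and EC100 oxytocin / Benchmarks: EC15 oxytocin low, 75 nM oxytocin high / Replicates: singlicate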
V1aR counter: V1a receptor agonism, counter-screen for OXTR agonists; P37288; CHO-V1R cells, Fluo-8 calcium fluorescence, agonist mode; 0% DMSO, 100% 3 nM vasopressin; activation, % at 3 µM; hit rate 0.25% among 320,000; AID 2797;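 active = activation above the mean activation of all tested compounds plus 3 SD, per screening run, cut at about 20% in these data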;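 also: signal is peak over basal fluorescence ratio across a 100 second FLIPR read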
TAAR1 agonist: human TAAR1 agonism. Q96RJ0. CHO RD-HGA16 TAAR1, Fluo-8 calcium fluorescence; vehicle wells 0%, saturating PEA agonist 100%. activation, % at 3 µM. hit rate 0.99% among 360,000;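 active = activation above the mean activation of all test compounds in the run plus 3 SD, cut at about 38% in these data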
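Assay system: CHO-derived RD-HGA16 cells with stable Gα16 and human TAAR1; timing: 17-24 h seeding, 75 min 37 °C dye, 30 min RT; read-out: % activation from peak over basal fluorescence ratio, DMSO-to-PEA scaled; measured by: kinetic Fluo-8 calcium fluorescence; benchmarks: low control DMSO, high control PEA (EC100); doses: 3 µM single concentration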
The depositor's hits bear a star; · = no result given.

Structure | CHRM1 agonist | M1 PAM parental | TAAR1 antag | CHO parental Ca | CHO-K1 Ca antag | CHO-K1 Ca ag | OXTR potentiate | V1aR counter | TAAR1 agonist
CCOC(=O)C1CCCN(C(=O)c2ccc3c(c2)C(C)(C)CCC3(C)C)CC1 (configuration not stated) | -4.8 | 15.8 | 17.2 | · | -4.7 | 2.3 | · | · | -2.1
O=c1[nH]c(CN2CCN(C/C=C/c3ccccc3)CC2)nc2ccccc12 | -10.4 | 16.9 | 4.6 | -14.7 | -14.6 | 1.0 | -3.4 | 1.4 | 6.5
COc1ccc(C2CC(=O)C=C(NCc3ccc4c(c3)OCO4)C2)cc1 (configuration not stated) | -4.0 | 1.0 | 2.7 | -18.3 | -0.2 | 1.8 | -5.3 | -0.3 | -0.8
CC(C)(C)OC(=O)N1CCC[C@H]1c1nnc(SCc2ccccc2)o1 | 1.8 | 26.8 | -26.0 | -6.5 | -24.4 | 2.3 | -1.9 | -0.5 | -1.2
O=C(COC(=O)c1n[nH]c2ccccc12)NCCc1ccccc1 | -0.3 | 2.8 | 10.0 | -18.1 | -6.5 | 0.4 | -9.9 | 4.2 | 14.9
COc1ccc(-c2nn(-c3ccccc3)cc2C(=O)Nc2ccc(C(=O)O)cc2)cc1OC | -2.2 | 23.5 | 19.1 | 1.7 | -21.1 | 0.9 | -7.7 | 2.6 | 9.1
O=c1oc(-c2ccc(Cl)cc2[N+](=O)[O-])nc2ccccc12 | -1.9 | -6.0 | -14.2 | · | 7.5 | -1.0 | · | · | 0.1
COc1ccc(/C(O)=C2/C(=O)C(=O)N(Cc3ccco3)C2c2cccs2)cc1 (configuration not stated) | -2.0 | 12.0 | -10.8 | -3.3 | -31.1 | 0.2 | -5.8 | 0.4 | 11.1
COc1cccc(CNC(=O)COC(=O)CNC(=O)c2ccc(-c3ccccc3)cc2)c1 | 11.0 | -6.9 | 3.4 | 14.2 | 0.1 | 7.8 | -10.2 | 8.0 | 14.0
CN1CCCNc2nc3ccccc3nc21 | -1.9 | 2.6 | -12.3 | 13.1 | -6.6 | 0.7 | -15.3 | 0.5 | 0.5
Cc1oc2ccc(OCC(N)=O)cc2c1C(=O)OC(C)C | -0.8 | 13.8 | 11.9 | -5.9 | -3.8 | 0.3 | 0.3 | 1.4 | 0.1
Cc1nc2ccc(Cl)cc2c(-c2ccccc2)c1CC(=O)O | -4.2 | -3.5 | -26.7 | -0.9 | 3.4 | 0.2 | -3.9 | 0.4 | 3.9
Cc1cccc(N(CC(=O)NC2CCCCC2)C(=O)CCCC(=O)Nc2ccccn2)c1 | -4.3 | -3.9 | -3.2 | -31.3 | -0.5 | -0.2 | -18.5 | -1.2 | 3.8
O=S(=O)(NCCNS(=O)(=O)c1c(F)cccc1F)c1ccc2c(c1)OCCO2 | -1.3 | 17.4 | 6.6 | -11.4 | -13.2 | 0.3 | -5.9 | 1.2 | 0.2
CCC(=O)Nc1cccc(NC(=O)c2cccc([N+](=O)[O-])c2)c1 | -1.0 | -2.4 | · | 0.1 | 16.9 | 0.4 | 0.0 | 0.3 | ·
COc1cccc(CN(C)C(=O)Nc2cccc(C(F)(F)F)c2)c1OC | -3.4 | 13.5 | 4.5 | 2.7 | 1.7 | 2.9 | -4.9 | 1.9 | 1.0
CCCCCN(C(=O)CCC(=O)OC(C)C(=O)c1ccc(CC)cc1)c1c(N)n(CCCC)c(=O)[nH]c1=O (configuration not stated) | -8.1 | -0.7 | 5.8 | · | -4.8 | -1.1 | · | · | -1.4
Nc1ccc(Sc2ccccc2Cl)nc1 | -6.1 | 19.1 | -8.3 | -13.1 | -2.9 | 1.1 | -10.1 | -0.1 | 0.4
CCCCCN1N=C(C)CC1=O | -14.2 | 20.7 | 2.2 | -11.7 | -11.4 | -0.1 | -4.3 | 0.2 | 4.6
CC(C)SC1=NC(C)(C)C=C(/C=C/c2ccc(Cl)cc2Cl)N1 | -5.0 | 24.5 | -17.7 | -10.7 | -17.6 | 1.2 | -14.0 | -0.4 | 4.1
CC(OC1=CC(=O)CCC1)C(=O)c1ccccc1 (configuration not stated) | -2.4 | 6.7 | -9.0 | -1.1 | -8.0 | 0.5 | -0.4 | 0.5 | 10.3
CCN(CC)CCCNCC(=O)Nc1ccc2c(c1)CCC2 | -5.0 | 9.3 | 7.2 | -16.8 | -2.8 | 0.3 | -15.6 | 0.1 | 1.8
O=C1N(Cc2ccccc2F)c2ccccc2C12OCCCO2 | -4.2 | 14.2 | 14.1 | -7.3 | -1.1 | 0.1 | -4.1 | -1.7 | 11.2
C#CCOCCOCCOCCNc1nc(N2CCN(C(=O)[C@H]([C@@H](C)CC)n3cc([C@@H](N)CO)nn3)CC2)nc(N2CCN(C(=O)[C@H](CCCCN)n3cc([C@@H](N)CO)nn3)CC2)n1 | 0.5 | -13.8 | -17.7 | -0.5 | -5.3 | -0.5 | 1.7 | 1.7 | 10.5
ClC1(Cl)CC1CSc1ncn[nH]1 (configuration not stated) | -1.9 | 21.6 | 5.5 | · | -7.0 | 1.4 | · | · | 0.2
O=C(Nc1ccccc1)c1nnsc1S(=O)c1ccc(Cl)cc1 (configuration not stated) | 7.4 | 21.9 | 96.5* | 25.2 | -6.3 | 5.3 | -16.9 | 2.5 | 67.5*
CC1(C)CC(=O)C(c2c[nH]c3ccccc23)C(=O)C1 | -2.6 | -2.4 | 13.9 | -7.7 | 2.8 | 1.1 | -11.6 | 1.4 | 1.4
N#CCC(=O)Nc1ccccc1C(=O)O | -2.8 | 15.7 | 8.7 | -3.5 | -4.5 | 0.0 | -6.7 | 0.5 | 1.9
COc1ccc(OC)c(C2=NOC(C(=O)NCCN3CCOCC3)C2)c1 (configuration not stated) | -2.5 | -7.6 | -6.2 | -2.7 | -8.1 | -0.3 | 1.1 | 0.4 | 4.3
O/N=C(/CCc1ccccc1)c1ccc2c(c1)OCCO2 | -5.4 | 14.8 | -24.6 | -7.0 | -6.2 | 2.1 | -7.8 | -0.6 | -1.6
COc1cccc(COc2nc3c(c(=O)n(C)c(=O)n3C)n2C)c1 | -3.2 | 5.5 | 7.6 | -24.6 | 0.3 | 0.6 | -11.9 | 1.1 | 8.0
CC(=O)N1CCc2cc(S(=O)(=O)CCC(=O)N3CCC(C)CC3)ccc21 | -0.3 | 10.5 | -15.9 | -21.3 | -11.3 | 0.7 | -8.3 | -0.4 | 2.4
CC1(C)Oc2ccc3ccc(=O)oc3c2/C(=C/NCCO)C1=O | -0.4 | -7.8 | -8.4 | -0.1 | -2.0 | 0.3 | -13.8 | -0.1 | 10.6
COC(=O)C1CCN(C(=O)Cn2nnc(-c3cccc(F)c3)n2)CC1 | 0.3 | -6.5 | -5.0 | -4.1 | -8.2 | 0.9 | -2.9 | 2.3 | -0.8
COc1ccc(CNC(=O)O[C@@H]2C[C@H]3C(=O)N(c4ccccc4)C(=O)[C@H]3[C@@]3(CN(S(=O)(=O)c4ccc(C)cc4)C[C@H]3C)[C@@H]2O)cc1OC | -3.0 | -10.4 | -6.9 | · | 9.1 | 0.3 | · | · | 0.4
O=C(Nc1ccccc1)/C(=C/c1cccnc1)NC(=O)c1ccco1 | -7.2 | 14.9 | 3.6 | 12.3 | -8.0 | 0.2 | -7.3 | 0.1 | 10.7
COc1ccc(CNc2nc3nc(C)cc(C)n3n2)cc1OC | -2.9 | -4.5 | 23.1 | 0.1 | 0.3 | -0.1 | -15.2 | -0.7 | 1.4
CCOC(=O)/C(C#N)=C1/SC(CC)C(=O)N1c1ccc(C)cc1 (configuration not stated) | -4.6 | 11.4 | -20.2 | -7.0 | -6.1 | -0.3 | -0.5 | -1.4 | 3.3
CN(Cc1ccccc1)C(=O)COC(=O)c1cc(S(=O)(=O)N(C)C)ccc1N1CCCC1 | -4.8 | 2.3 | -7.0 | -19.3 | -1.6 | -0.3 | -14.6 | 0.5 | 2.8
O=C(Nc1ccccc1Cl)c1c(F)c(F)c(F)c(F)c1F | -2.8 | -0.7 | 8.2 | -6.1 | -3.1 | -0.4 | -0.5 | -0.3 | 7.9
Cc1ccc2nc(-c3ccc(NC(=O)CN(C)S(=O)(=O)c4ccccc4)cc3)sc2c1 | · | · | -0.3 | -2.7 | · | · | -5.8 | 0.8 | 0.3
CCCCN1C[C@H](O)[C@@H](O)[C@H](O)[C@H]1CO | -1.6 | 18.8 | 2.1 | -5.1 | -6.1 | 0.8 | 2.6 | 1.1 | 1.0
CC1(C(=O)NS(=O)(=O)c2ccccc2OC(F)(F)F)CCN1C(=O)c1ccco1 (configuration not stated) | -3.5 | 14.2 | -18.5 | · | -2.3 | -0.2 | · | · | 0.2
CN(CC(=O)Nc1ncn[nH]1)S(=O)(=O)c1ccc(Br)cc1 | -0.7 | -27.8 | -20.0 | -0.8 | 10.2 | 0.2 | 2.8 | 0.4 | 4.1
Cc1nc2ccccc2c(=O)n1/N=C/c1ccccc1Cl | -3.7 | 8.3 | -6.0 | -13.2 | -7.3 | 0.6 | -15.8 | -0.6 | -0.8
Cn1cc(C(=O)Nc2ccc(F)c(Cl)c2)cn1 | -6.4 | 24.6 | -7.7 | 11.3 | -4.2 | 3.0 | -7.9 | 0.3 | 1.4
Cc1ccccc1Sc1ccc([N+](=O)[O-])cn1 | -6.2 | -0.9 | -19.4 | 0.9 | -0.1 | 0.1 | 0.4 | -1.7 | 1.1
O=C(/C=C/c1ccc2c(c1)OCO2)c1cccnc1 | -1.1 | -6.4 | -14.3 | -23.2 | -4.0 | -0.1 | -12.2 | 1.6 | 5.5
O=c1oc(C2(O)CCCCC2)cc2ccc(/C=C/c3ccc(F)cc3)cc12 | -3.6 | -15.4 | 63.2* | -18.9 | 2.3 | 0.2 | -7.3 | 0.7 | 5.4

Sorted by the number under TAAR1 antag (descending): some entries from above.
| SMILES | TAAR1 antag |
| --- | --- |
| O=C(Nc1ccccc1)c1nnsc1S(=O)c1ccc(Cl)cc1 (configuration not stated) | 96.5* |
| N#CCC(=O)Nc1ccccc1C(=O)O | 8.7 |
| CC(=O)N1CCc2cc(S(=O)(=O)CCC(=O)N3CCC(C)CC3)ccc21 | -15.9 |
